DT40 TDP1 no CPT: qHTS for Inhibitors of human tyrosyl-DNA phosphodiesterase 1 (TDP1): qHTS in cells in absence of CPT; DT40 Tdp1-/- hTDP1 cells, no CPT, ATP luminescence, 48 h; Potency, µM (highest dose often 46.2 µM), without a hit: at the highest dose activity change, negative = growth inhibition, hits mostly inhibitors; 15% of 420,000 active; note: nearly all actives have a fitted effect of over 55% in size
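Camptothecin absent (DMSO only). Human TDP1-complemented DT40 knockout cells, 400 cells/well, 37 °C for minimum 48 hr; ATP measured via CellTiter-Glo, 30 min dark incubation, luminescence.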
TDP1 block: qHTS Assay for Inhibitors of Tyrosyl-DNA Phosphodiesterase (TDP1). Tyrosyl-DNA phosphodiesterase 1 (Homo sapiens), Q9NUW8. recombinant TDP1, AlphaScreen DNA substrate cleavage. Potency, µM (series often up to 130 µM), without a hit: at the highest dose activity change, negative = inhibition, most hits filed as inhibitors. 0.28% of 350,000 active. AID 485290, 2010; note: nearly all actives have a fitted effect of over 40% in size
Target sequence (Q9NUW8 whole entry, looked up): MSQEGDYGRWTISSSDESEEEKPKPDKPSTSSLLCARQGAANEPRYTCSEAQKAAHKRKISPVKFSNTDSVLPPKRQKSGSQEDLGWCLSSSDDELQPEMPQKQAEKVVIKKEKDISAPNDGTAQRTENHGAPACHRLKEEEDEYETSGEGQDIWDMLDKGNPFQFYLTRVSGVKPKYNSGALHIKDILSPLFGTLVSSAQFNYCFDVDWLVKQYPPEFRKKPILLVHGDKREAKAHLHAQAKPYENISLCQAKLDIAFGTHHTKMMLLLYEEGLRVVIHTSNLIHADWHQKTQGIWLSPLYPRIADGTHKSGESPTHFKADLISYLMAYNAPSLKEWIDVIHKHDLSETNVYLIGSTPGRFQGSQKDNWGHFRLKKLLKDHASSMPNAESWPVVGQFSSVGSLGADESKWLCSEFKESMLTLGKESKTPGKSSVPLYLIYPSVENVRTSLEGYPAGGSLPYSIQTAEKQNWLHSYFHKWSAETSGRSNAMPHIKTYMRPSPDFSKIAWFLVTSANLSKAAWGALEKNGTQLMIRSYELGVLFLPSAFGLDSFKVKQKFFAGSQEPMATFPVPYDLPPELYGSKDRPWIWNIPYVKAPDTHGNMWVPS
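Recombinant human Tdp1 (E. coli-expressed, 1 nM final) preincubated with compounds 15 min at room temperature, then 5'-biotin/3'-phosphotyrosine-FITC DNA substrate (15 nM final) added for 5 min. AlphaScreen beads (10 ug/ml final) added 10 min; cleavage lowers signal.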
N370S GC mod: qHTS Assay for Inhibitors and Activators of N370S glucocerebrosidase as a Potential Chaperone Treatment of Gaucher Disease; Lysosomal acid glucosylceramidase (Homo sapiens), P04062; N370S GC spleen homogenate, 4MU-glucoside fluorescence; Potency, µM (highest dose often 59.4 µM), without a hit: top-dose activity change, negative = inhibition, most hits filed as inhibitors; 0.092% of 330,000 active; AID 2101, 2009;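 note: 0% = full enzyme activity and -100% = no enzyme basal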
An asterisk follows results filed as active; ? = inconclusive; / = no result given; & = joins results of further samples; [ ] = another dose, or the depositor's remark. Calls come from the whole dose curve; as a rule, active = well fitted curve in the direction sought with a large enough effect; inconclusive = small, poorly fitted or top-dose-only effect, or another doubt; inactive = no such curve, though single readings can be large; an effect the other way counts as inactive or inconclusive. Unless noted, % is set by controls: 0 for no effect and ±100 for the full control effect; potency is the fitted concentration of half-maximal effect.

No.	SMILES	DT40 TDP1 no CPT	TDP1 block	N370S GC mod
1	Oc1ccccc1C1C=C(c2ccc3c(c2)OCO3)NC(c2ccc(Br)cc2)N1 (stereo not given)	11µM*	2%	/
2	O=C(NCc1nc2ccccc2[nH]1)C1=C[C@H](c2ccccc2)C[C@H](OCc2ccc(CO)cc2)O1	?	6%	12%
3	CN1C(C(=O)NCc2cccc(Br)c2)CC2Cn3c(nc4ccccc43)C21 (stereo not given)	1%	2%	-4%
4	COc1cc(C2CC(=O)n3c(nc4ccccc43)S2)cc(OC)c1OC (stereo not given)	/	4%	-19%
5	C/C(=N/NC(=O)c1nnn(-c2nonc2N)c1COc1ccccc1)c1ccc(O)cc1	-3%	-2%	-14%
6	CCCN1CCN(C(=O)Cn2cnc3ccc(S(=O)(=O)N4CCC(C)CC4)cc3c2=O)CC1	-25%	2%	-6%
7	CCOC(=O)c1c(C)[nH]c(C(=O)NCCN2CCOCC2)c1C	15%	5%	-1%
8	CCN(CCn1cccn1)C(=O)CC1C(=O)NCCN1Cc1ccc(F)cc1 (stereo not given)	12%	-11%	-2%
9	N#Cc1cc([N+](=O)[O-])ccc1NC(=O)COC(=O)CN1C(=O)C2CCCCC2C1=O (stereo not given)	-21%	1%	/
10	O=C(NC1CCCC1)C1CCN(c2cnccn2)CC1	14%	3%	4%
11	CCC1(c2ccc(OC)cc2)NC(=O)N(CC(=O)c2ccc3c(c2)OCCO3)C1=O (stereo not given)	?	2%	/
12	Cc1cc(O)c(C=Nc2cccc(Cl)c2)c(=O)o1	-5%	8%	-7%
13	O=C(CSc1nc2ccccc2[nH]1)NCc1ccco1	-15%	4%	-8%
14	CCC(=NC1CC(C)(C)NC(C)(C)C1)C1=C(O)CC(C)(C)CC1=O	-5%	3%	-3%
15	COc1cc(NC(=O)Cc2ccccc2)ccc1NC(=O)c1ccccc1	?	5%	5%
16	CCOC(=O)c1ccc(NC(=O)C2=C(C)Nc3nc(SCc4ccc(Cl)cc4)nn3C2c2ccc(C)cc2)cc1 (stereo not given)	-3%	2%	/
17	Cc1cc(C)nc(/N=C(\N)N2CCCCCC2)n1	?	3%	-2%
18	CC(C)Cc1ccc(S(=O)(=O)N2CCN(C(=O)c3ccco3)CC2)cc1	?	7%	-1%
19	CCC1=NN(C(=O)Cc2ccc([N+](=O)[O-])cc2)C(O)(C(C)(C)C)C1 (stereo not given)	-22%	2%	10%
20	Cc1ccc(-n2c3c(cc(C(=O)Nc4cccc(C)n4)c2=O)C(=O)CCC3)cc1	/	9%	11%
21	COc1ccc(-c2noc(-c3ccc(NC4CCCC4)c([N+](=O)[O-])c3)n2)cc1OC	-5%	11%	/
22	CC(=O)c1c(C(C)=O)c(C)n(-c2ccc(N)c(C)c2)c1C	?	1%	8%
23	Cc1cc(Cl)ccc1OCCCC(=O)NCC1CCCO1 (stereo not given)	-19%	3%	2%
24	COc1ccc(S(=O)(=O)N2CCCCCC2)cc1C(=O)Nc1cccc(C)n1	-90%	3%	-2%
25	CCc1ccc(/C=C2\Oc3c(ccc(O)c3CN3CCN(C)CC3)C2=O)cc1	-29%	/	-29%
26	Cc1nc(NC(=O)/C=C/c2ccccc2)sc1C(=O)Nc1ccc(Cl)cc1	?	0%	-2%
27	CCOC(=O)CCc1c(C)c2ccc(OC3CCCCC3=O)cc2oc1=O (stereo not given)	-22%	/	4%
28	COC(=O)C1CCN(S(=O)(=O)CCNC(=O)c2ccc(F)cc2)CC1	-5%	3%	-17%
29	OCCN1CCN(CC(O)COc2ccc(C34CC5CC(CC(C5)C3)C4)cc2)CC1 (stereo not given)	5.2µM*	7%	?
30	CCCC(NC(=S)NCC1CCCO1)C12CC3CC(CC(C3)C1)C2 (stereo not given)	?	0%	-7%
31	CC1(C)CC(NC(=O)c2cccc3ccccc23)CC(C)(C)N1	3%	2%	1%
32	c1cc(CN2CCCCC2)cc(OCCCNc2nc3ccccc3s2)c1	12µM*	9%[56.1 µM]	-9%&-15%&6%
33	O=C(/C(=C/O)N=Nc1ccc(Cl)cc1)c1ccncc1	26µM*	12%	9%
34	CCCCCNS(=O)(=O)c1cc2c3c(c1)CCC(=O)N3CCC2	-18%	1%	-10%
35	Cc1ccc(C2(C)NC(=O)N(CC(=O)NC3CCCCC3)C2=O)cc1 (stereo not given)	-3%	1%	-15%
36	Cc1ccc(C(=O)NC2CCS(=O)(=O)C2)cc1S(=O)(=O)N1CCCCC1 (stereo not given)	-10%	5%	-2%
37	Cc1ccc2ncc3c(-c4ccc(F)cc4)nn(-c4cccc(F)c4)c3c2c1	-2%	1%	/
38	CCOc1ccc(CCNC(=O)c2cc(C)on2)cc1OCC	-16%	2%	-9%
39	CC(O)CNc1nc2c(c(=O)n(Cc3cccc(Cl)c3)c(=O)n2C)n1C (stereo not given)	-26%	/	-2%
40	CCOC(=O)C1=C(N)n2c(s/c(=C/c3ccccc3)c2=O)=C(C(=O)OCC)C1c1ccccc1 (stereo not given)	/	-2%	3%
41	O=C1CC(N2CCN(c3ccccc3)CC2)C(=O)N1c1cccc(Cl)c1 (stereo not given)	-6%	/	4%
42	Cc1cc(C)n(C(=O)Cn2nc([N+](=O)[O-])cc2C)n1	6%	2%	-4%
43	CCCNc1c(NS(=O)(=O)c2ccc(OC)c(OC)c2)c(=O)oc2ccccc12	-23%	0%	1%
44	Cc1ccc(NC(=O)CSc2ccccc2NC(=O)c2ccccc2)cc1Cl	13µM*	-3%	9%
45	O=C(CCN1CCc2ccccc2CC1)c1ccc2c(c1)OCCO2	4.1µM*	4%	0%
46	COC(=O)C1=C(NC(=O)c2ccc(C)cc2)CCS1	-9%	0%	4%
47	CCOc1ccc(-c2nnc(SCC(=O)Nc3ccc(C)cc3Cl)o2)cc1	-5%	6%	/
48	N#Cc1ccc[n+](CC(=O)c2ccc(Cl)cc2)c1	-20%	4%	-3%
49	CC(C)CCOC(=O)/C=C/c1ccccc1	/	2%	2%
50	COc1ccc(/C=N/N=C2/NC(=O)C(c3ccccc3)(c3ccccc3)S2)cc1	?	-1%	10%

Shown with one line to a screen: 4 of the compounds above
41) O=C1CC(N2CCN(c3ccccc3)CC2)C(=O)N1c1cccc(Cl)c1 (stereo not given)
42) Cc1cc(C)n(C(=O)Cn2nc([N+](=O)[O-])cc2C)n1
43) CCCNc1c(NS(=O)(=O)c2ccc(OC)c(OC)c2)c(=O)oc2ccccc12
44) Cc1ccc(NC(=O)CSc2ccccc2NC(=O)c2ccccc2)cc1Cl
compound no.,41,42,43,44
DT40 TDP1 no CPT,-6%,6%,-23%,13µM*
TDP1 block,/,2%,0%,-3%
N370S GC mod,4%,-4%,1%,9%

Other results follow.
No.	SMILES	DT40 TDP1 no CPT	TDP1 block	N370S GC mod
51	CC(C)Oc1cc2oc(=O)c3c(c2cc1Cl)CCC3	-4%	2%	5%
52	CCN(CC(=O)NC1CCCC1)S(=O)(=O)c1ccc(C)cc1	-6%	4%	1%
53	Cc1cc(/C=C(\C#N)C(=O)O)c(C)n1CC(C)C	2%	5%	-16%
54	Cc1cc(C)c(-n2c(C)cc(/C=C3/NC(=O)NC3=O)c2C)c(C)c1	15µM*	8%	-8%
55	COc1ccc(C(=O)Nc2ccc(S(=O)(=O)Nc3cc(C)nc(C)n3)cc2)c(OC)c1	23µM*	6%	-10%
56	C/C(=N\NC(=O)COc1ccc(C(C)(C)C)cc1)c1ccc(OC(F)F)cc1	?	4%	-5%
57	CC(=O)CC(=O)Nc1ncc(C(F)(F)F)cc1Cl	-4%	-5%	0%
58	O=C1CCCC2=C1C(c1ccccc1)CC(=O)N2c1ccccc1 (stereo not given)	4%	7%	3%
59	Cc1ccc(N2C(=O)C(Cc3ccccc3)NC2=S)cc1 (stereo not given)	-9%	5%	-6%
60	Cc1cc([N+](=O)[O-])nn1CCCC(=O)O	14%	3%	-3%

6 compounds drawn at random from those above:
No.	SMILES	DT40 TDP1 no CPT	TDP1 block	N370S GC mod
52	CCN(CC(=O)NC1CCCC1)S(=O)(=O)c1ccc(C)cc1	-6%	4%	1%
55	COc1ccc(C(=O)Nc2ccc(S(=O)(=O)Nc3cc(C)nc(C)n3)cc2)c(OC)c1	23µM*	6%	-10%
60	Cc1cc([N+](=O)[O-])nn1CCCC(=O)O	14%	3%	-3%
56	C/C(=N\NC(=O)COc1ccc(C(C)(C)C)cc1)c1ccc(OC(F)F)cc1	?	4%	-5%
54	Cc1cc(C)c(-n2c(C)cc(/C=C3/NC(=O)NC3=O)c2C)c(C)c1	15µM*	8%	-8%
51	CC(C)Oc1cc2oc(=O)c3c(c2cc1Cl)CCC3	-4%	2%	5%

Other compounds:
No.	SMILES	DT40 TDP1 no CPT	TDP1 block	N370S GC mod
61	NNc1nc(Nc2ccccc2)nc(N2CCCCC2)n1	?	7%	-9%
62	C=CCn1c(SCC(=O)N2CCc3ccccc3C2)nc2sc(C)cc2c1=O	26µM*	1%	12%
63	O=C(Cn1ncc2c3ccccc3n(Cc3ccccc3)c2c1=O)NCc1ccccn1	13%&-18%	1%&3%	-1%
64	COc1ccccc1NC(=O)CNC(=O)CC12CC3CC(CC(C3)C1)C2	-70%	-9%	/
65	Cc1[nH][nH]c(=O)c1C(c1c(C)[nH][nH]c1=O)c1cn(Cc2ccccc2Cl)c2ccccc12	5.2µM*	10%	5%
66	Cc1csc2ncnc(NCCc3ccccn3)c12	3.7µM*	6%	2%
67	Cc1cccc2c(=O)cc(CSc3ccccc3NC(=O)c3cccc(Cl)c3)[nH]c12	?	3%	/
68	CCOC(=O)C1(CC2CCCCO2)CCN(C(=O)NCc2ccccc2)CC1 (stereo not given)	-17%	/	1%
69	O=C(CN1C(=O)CNC1=O)Nc1cccc(C(F)(F)F)c1	-9%	2%	-2%
70	COc1ccc(-n2c(SCc3ccc([N+](=O)[O-])cc3)nnc2-c2ccccc2)cc1	?	0%	3%

Part of the list above, screen by screen:
6) CCCN1CCN(C(=O)Cn2cnc3ccc(S(=O)(=O)N4CCC(C)CC4)cc3c2=O)CC1
64) COc1ccccc1NC(=O)CNC(=O)CC12CC3CC(CC(C3)C1)C2
assay / entry | 6 | 64
DT40 TDP1 no CPT | -25% | -70%
TDP1 block | 2% | -9%
N370S GC mod | -6% | /

(continued)
No.	SMILES	DT40 TDP1 no CPT	TDP1 block	N370S GC mod
71	COC(=O)[C@@H](NC(=O)N1CCc2nc(-c3ccc(OC)cc3C)c3c(c2C1)CO[C@@H](c1ccccc1)C3)C(C)C	/	5%[12.3 µM]	-19%[12.8 µM]
72	Cn1cnc(S(=O)(=O)N2CCC(C(=O)Nc3ccc(C#N)cc3)CC2)c1	-16%	4%	/
73	CCc1nc(N)c(C#N)c(-c2ccc(OC)c(OC)c2)c1C	?	5%	1%
74	O=C(OCC(=O)N1CCCc2ccccc21)c1c(F)cccc1F	13%	2%	-3%
75	COC(=O)c1ccc(N2C(=O)Nc3ccccc3N2O)cc1	7%	6%	-2%
76	O=C(c1cccc([N+](=O)[O-])c1)N1CCCC(C(=O)N2CCCCC2)C1 (stereo not given)	-2%	/	6%
77	Cc1ccc(C)c2[nH]c(=O)c(CN(Cc3ccc4c(c3)OCO4)Cc3nnnn3Cc3ccco3)cc12	?	4%	9%
78	COc1ccc(-c2noc(-c3ccc(N4CCN(c5ccccc5)CC4)c([N+](=O)[O-])c3)n2)cc1OC	7.3µM*	3%	/
79	COc1ccc2c(CCNC(N)=S)c[nH]c2c1	-25%	6%	-4%
80	O=C1CSCN1c1ccc(Cl)c(Cl)c1	0%	3%	-13%

Screening results: PubChem, National Center for Advancing Translational Sciences (NCATS)

The list is partial; rates above refer to the full screens.
